Tn7 DDE FP: disrupts Tn7 cyclic peptide binding to fibrin D-Dimer-E complex; P02675; FP displacement of FITC-Tn7 peptide from fibrin DD(E); 0% = median of compound wells per plate; inhibition, % at 8.3 µM; 370,000 compounds, 0.13% hits;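 active = inhibition above the mean of compounds falling within the control limits plus 3 SD of them, cut at about 14% in these data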;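 also: 0% = plate median of compound wells and 100% = 10 µM Aha-Tn7 peptide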
Target sequence (P02675 whole entry, looked up): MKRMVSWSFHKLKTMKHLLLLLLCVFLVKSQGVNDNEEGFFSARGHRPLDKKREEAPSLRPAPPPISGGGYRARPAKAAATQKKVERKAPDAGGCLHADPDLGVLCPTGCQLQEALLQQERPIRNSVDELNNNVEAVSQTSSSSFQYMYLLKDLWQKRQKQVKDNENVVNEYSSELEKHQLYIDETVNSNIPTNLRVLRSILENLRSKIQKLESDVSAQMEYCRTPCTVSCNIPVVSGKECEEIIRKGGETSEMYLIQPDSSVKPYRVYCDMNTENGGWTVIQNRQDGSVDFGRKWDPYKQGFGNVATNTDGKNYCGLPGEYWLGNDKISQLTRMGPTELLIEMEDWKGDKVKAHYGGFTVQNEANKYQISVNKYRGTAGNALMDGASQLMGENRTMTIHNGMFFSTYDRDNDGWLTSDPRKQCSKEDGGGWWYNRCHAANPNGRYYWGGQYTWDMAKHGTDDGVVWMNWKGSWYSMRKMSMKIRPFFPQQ
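Assay system: Human fibrin DD(E) protein | Medium: Tris buffer with calcium and detergent, pH 7.8 | Reagent: 0.1 µM fluorescent Tn7 | Compound dosing: Single point at 8.3 µM | Times: 10 min preincubation, 3 h with tracer, room temperature | Detection: Fluorescence polarization of the labelled Tn7 tracer | Controls: Aha-Tn7 high control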
ASAP1 inh: inhibitors of human ASAP1 ArfGAP activity; ASAP1-stimulated ARF1 GTP hydrolysis, GDP FP detection; inhibition, % at 16.5 µM; 360,000 compounds, 0.19% hits; AID 624377; in the data active = inhibition above about 25%;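 also: 0% = vehicle with enzyme and substrate and 100% = no enzyme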
Target sequence (Q9ULH1 325-724 limits assumed): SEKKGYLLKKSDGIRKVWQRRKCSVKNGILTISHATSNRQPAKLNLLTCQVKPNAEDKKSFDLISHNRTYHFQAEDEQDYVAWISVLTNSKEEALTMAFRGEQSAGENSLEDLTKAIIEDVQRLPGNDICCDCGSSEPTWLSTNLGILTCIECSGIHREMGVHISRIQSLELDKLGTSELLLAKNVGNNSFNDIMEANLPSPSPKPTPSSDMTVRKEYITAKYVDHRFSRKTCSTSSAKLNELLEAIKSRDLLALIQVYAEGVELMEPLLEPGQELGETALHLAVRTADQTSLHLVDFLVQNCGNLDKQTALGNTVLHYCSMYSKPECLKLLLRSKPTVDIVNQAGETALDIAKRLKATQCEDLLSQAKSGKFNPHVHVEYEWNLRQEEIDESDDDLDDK
PLCb3 inh: blocks human PLC-beta3 enzyme activity; Q01970; Purified PLC-beta3, fluorogenic substrate, fluorescence; inhibition, % at 12.2 µM; 370,000 compounds, 0.18% hits; in the data active = inhibition above about 11%;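 also: 0% = median of compound wells on plate and 100% = full blocker control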
SIAE inh: human SIAE inhibition, primary screen. SIAE FP-Rh probe binding, fluorescence polarization. inhibition, % at 9.66 µM. 370,000 compounds, 0.69% hits. AID 1053197;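 active = inhibition above a cutoff: mean of compounds within the control limits plus 3 SD of those, cut at about 17% in these data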;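 also: 0% = plate median of compound wells and 100% = probe without SIAE protein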
Tn6 DDE FP: DD(E)-Tn6 binding inhibition, primary FP screen | 370,000 compounds, 0.21% hits | Fibrin DD(E) TRITC-Tn6 fluorescence polarization displacement | inhibition, % at 8.3 µM | P02675;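 active = inhibition above a per-campaign cutoff: mean of compounds within control limits plus 3 SD, cut at about 15% in these data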;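 also: 0% = median of all compound wells on the plate and 100% = blocking peptide control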
PLCg1 inh: blocks human PLC-gamma1 enzyme activity. P19174. purified PLC-gamma1, fluorogenic substrate, fluorescence. inhibition, % at 12.2 µM. 370,000 compounds, 0.84% hits; in the data active = inhibition above about 9.5%
ADAM17 inh: inhibitors of human ADAM17. P78536. recombinant ADAM17, EDANS/DABCYL FRET peptide cleavage. inhibition, % at 6.95 µM. 370,000 compounds, 0.83% hits;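 active = inhibition above the mean of compounds lying between control limits plus 3 SD, set per campaign, cut at about 8.5% in these data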;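 also: 0% = DMSO-only wells as the low control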
ADAM10 inh: inhibitors of human ADAM10; recombinant ADAM10, EDANS/DABCYL FRET peptide cleavage, 3 h; inhibition, % at 7 µM; 370,000 compounds, 0.62% hits;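 active = inhibition above a per-campaign cutoff equal to the mean of compounds falling between control-based bounds plus 3 SD, cut at about 20% in these data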;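 also: 0% = DMSO wells while the 100% control is not disclosed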
TDP2 absorb: TDP2 (human) inhibition, absorbance primary screen; 370,000 compounds, 0.34% hits; recombinant TDP2, T5PNP hydrolysis, p-nitrophenol absorbance 415 nm; O95551; inhibition, % at 12.8 µM;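 active = inhibition above the mean of all tested compounds plus 3 SD, set per campaign, cut at about 25% in these data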;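 also: 0% = DMSO with enzyme and 100% = buffer with substrate but no TDP2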
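Read-out basis: percent inhibition. System: recombinant human TDP2. Buffer or medium: Mg2+-containing Tris-HCl buffer, pH 7.5. Repeats: single replicate. Timing: reaction 2 h, 37 °C. Benchmarks: high control without enzyme, low control DMSO plus TDP2. Probe or stimulus: 5 mM T5PNP. Doses: 12.8 µM only. Measured by: epi absorbance of p-nitrophenol freed from T5PNP by hydrolysis.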
ARFGAP1 inh: rat ARFGAP1 inhibition; Arfgap1-stimulated ARF1 GTP hydrolysis, GDP FP detection; inhibition, % at 16.5 µM; 360,000 compounds, 0.26% hits; AID 651572;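 active = inhibition above a per-plate limit, mean inhibition of low control wells plus 3 SD, cut at about 25% in these data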;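 also: 0% = DMSO wells with enzyme and 100% = wells lacking Arfgap1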
Target sequence (Q62848 1-136 limits assumed): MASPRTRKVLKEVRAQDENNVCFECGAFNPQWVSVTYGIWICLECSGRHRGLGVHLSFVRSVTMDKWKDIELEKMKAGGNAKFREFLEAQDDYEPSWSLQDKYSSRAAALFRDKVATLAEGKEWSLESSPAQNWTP
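Assay system: purified rat His6-Arfgap1 residues 1-136 (GAP domain); Reagent: human Δ17 ARF1 bound to GTP; Dosing: 16.5 µM single point, 1.26% DMSO; Times: GTP hydrolysis reaction 2 h at 25 °C; Signal: FP, GDP Alexa 633 tracer displaced from anti-GDP antibody, 620/688 nm; Measure: % inhibition from polarization.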
* = called active by the depositor.

SMILES	Tn7 DDE FP	ASAP1 inh	PLCb3 inh	SIAE inh	Tn6 DDE FP	PLCg1 inh	ADAM17 inh	ADAM10 inh	TDP2 absorb	ARFGAP1 inh
O=C(Cn1cnc2c(cnn2-c2ccc(Cl)cc2)c1=O)NCC1CCCO1 (stereo not drawn)	2	-5	4	1	1	4	-2	-2	2	14
COc1ccc(C(=O)OCC(=O)Nc2nnc(-c3ccccc3)o2)cc1	0	2	-10	2	4	-1	-8	0	-4	-6
O=C1c2ccccc2C(=O)N1C(CO)C(O)c1ccc([N+](=O)[O-])cc1 (stereo not drawn)	-4	-5	-1	0	10	1	-3	-3	9	-6
COc1ccc(NS(=O)(=O)c2ccc(C(=O)N(C)Cc3cccs3)cc2)cc1	-2	11	0	-1	6	2	0	7	-1	10
COCCSc1nnc(NS(=O)(=O)c2ccc(F)cc2)s1	-2	1	-2	5	4	-1	-4	-3	3	2
NS(=O)(=O)c1ccc(NC(=S)N2CCN(c3ccccc3Cl)CC2)cc1	5	12	1	0	1	-1	-3	-4	5	5
CCOc1ccc(/C=C/c2[nH]c(=O)[nH]c(=O)c2[N+](=O)[O-])cc1	6	0	-9	-3	8	3	0	-1	13	8
COC(=O)c1nc(NC(=O)C(C)(C)C)n[nH]1	1	2	2	1	5	3	-1	2	-9	12
CC(NCC(O)c1ccc([N+](=O)[O-])cc1)C12CC3CC(CC(C3)C1)C2 (stereo not drawn)	6	2	-9	1	2	1	-3	-5	5	-4
O=C(COCC(=O)N/N=C/c1ccccc1F)N/N=C/c1ccccc1F	4	-5	-1	9	-7	0	0	1	-2	4
Cc1c(C(=O)NCc2cccc([N+](=O)[O-])c2)sc(=O)n1Cc1cccc(F)c1	1	10	1	1	4	1	4	-2	-3	-10
COc1ccccc1/C=C1\SC(N2CCC(C)CC2)=NC1=O	-4	1	-20	0	-5	-11	-5	-5	-3	5
CCOC(=O)C1=C(c2ccccc2)NC(SCC(=O)NC2CCCCC2)=C(C#N)C1c1ccco1 (stereo not drawn)	4	-9	-4	-14	-4	-3	-4	4	-10	16
COC(c1ccccc1)c1nnc(CCC(=O)N2CCN(C3CCCC3)CC2)o1 (stereo not drawn)	1	-6	-6	5	3	0	0	1	16	-9
CC(C)CN(C(=O)c1ccc(S(=O)(=O)N2CCCCC2)cc1)C1CCS(=O)(=O)C1 (stereo not drawn)	-6	-2	-2	-4	13	2	-2	4	-5	-5
Cc1ccc(S(=O)(=O)N2CCC(C(=O)N3Cc4ccccc4C3)CC2)cc1	-4	1	2	-2	2	10*	3	8	-19	6
COc1cc(-n2c(N)c(C(=O)NCc3ccco3)c3nc4ccccc4nc32)cc(OC)c1OC	0	6	-105	3	-8	-85	-34	-102	11	8
N#Cc1ccc(C(C(=O)NC2CCCCC2)n2c(=O)c(-c3ccco3)nc3ccccc32)cc1 (stereo not drawn)	4	4	-149	-16	9	-118	-68	-266	-2	-1
COc1ccc(/C=C/C(=O)OCC(=O)Nc2cccc(S(=O)(=O)NC3=NCCCCC3)c2)cc1	-2	-11	2	-5	1	3	-4	-11	-4	-10
CC(C)c1[nH]nc2c1C(Cc1ccccc1)C(C#N)=C(N)O2 (stereo not drawn)	1	4	-16	3	6	-5	-7	-11	15	-3
O=C1NC[C@H](CCCCN2C[C@H](Cc3ccc(O)cc3)N(CC3CCCCC3)C(=O)C2=O)N(CCc2ccc(O)cc2)C1=O	0	-9	2	0	-1	-2	4	-8	-2	-5
CCC(C(=O)NC1CCCCC1)n1c(SCc2ccccc2F)nc2ccncc21 (stereo not drawn)	4	-4	5	-4	7	4	-2	10	-1	-4
COc1ccc(N/C=C/C(=O)C(F)(F)F)cc1	0	-8	-3	6	-1	-1	2	-10	-7	0
CN1CCc2c(sc(NC(=O)c3ccc(C(=O)c4ccccc4)cc3)c2C(N)=O)C1	-4	-8	-144	1	3	-89	-2	-9	-5	-2
C=CCN1C(=O)CSc2ccc(C(=O)NC(C)c3ccccc3)cc21 (stereo not drawn)	-4	-14	-2	-2	1	2	0	3	5	3
CCOc1ccnc2c1c(=O)n(Cc1cc(OC)cc(OC)c1)c(=O)n2C	2	-11	-6	-5	6	0	1	1	2	7
COc1ccc(Cl)cc1C(=O)Nc1cccc2ncccc12	-13	5	-10	-9	-10	-10	-3	-6	4	6
CCOc1ccc(NC(=O)CN(C)CC(=O)Nc2cccc(Cl)c2C)cc1OCC	2	-4	2	2	0	2	-2	-2	0	7
CCOc1cc(N2CCOCC2)c(OCC)cc1NC(=O)COc1ccccc1[N+](=O)[O-]	-6	3	-5	4	-7	3	-1	1	18	2
Cc1ccc2nc(CN(C)C(=O)[C@H](CCc3ccccc3)NC(=O)[C@H]3O[C@@H](n4cnc5c(N)ncnc54)[C@H](O)[C@@H]3O)[nH]c2c1	5	-1	2	13	0	0	-2	-5	5	0
CCn1c2ccccc2c2cc(NC(=O)c3cccc([N+](=O)[O-])c3C)ccc21	4	6	3	-1	-5	-1	3	5	1	13
COc1cccc(CNC(=O)CCn2ccc3cc(S(=O)(=O)N4CCC(C)CC4)ccc32)c1	-1	3	-3	2	-10	3	3	11	4	-6
OC(COc1ccc(Cl)cc1)CSc1ccccn1 (stereo not drawn)	8	12	3	-4	-8	3	0	8	6	0
O=C(O)CCCN1C(=O)/C(=C\c2ccc(-c3nc4ccccc4s3)o2)SC1=S	-3	0	-35	-2	-5	-10	-3	-7	0	15
CO/N=C(/CS(=O)Cc1ccc(Cl)cc1)c1ccc(Cl)cc1 (stereo not drawn)	2	-6	1	0	2	0	3	1	-8	3
O=S(=O)(c1ccccc1)N1CCN(S(=O)(=O)c2ccccc2)c2ccccc21	1	-11	0	1	-3	0	-2	-8	-2	2
CC1(C(=O)Nc2cccc(Oc3ccccc3)c2)Cc2c(-c3ccc4c(c3)OCO4)ccnc2O1 (stereo not drawn)	2	7	-6	-8	-2	-5	-2	0	2	7
Cc1ccc(NS(C)(=O)=O)c(C(=O)c2ccccc2)c1	0	-2	3	-3	6	-2	-1	-1	-4	-2
COc1cc(CNc2ccc(S(N)(=O)=O)cc2)ccc1OCC(=O)NC1CCCCC1	5	-1	-2	1	3	1	-1	7	11	-4
Cc1ccc(S(=O)(=O)Nc2ccc(S(=O)(=O)Nc3nccs3)cc2)cc1C	3	-2	-1	0	0	4	-4	-7	-4	4
c1ccc(CNc2ncnc3sc4c(c23)CCC4)nc1	-5	3	0	-1	-2	0	-5	-8	9	3
O=C(Nc1cc2c(cc1Br)OCCCO2)c1ccccc1	-6	1	1	0	7	0	-2	0	13	23
COCCCNC(=O)CCCn1c(=O)c2ccccc2n(CC(=O)Nc2c(C)cc(C)cc2C)c1=O	8	2	0	1	4	5	-3	-3	0	9
CCOC(=O)C1CCCN(C(=S)Nc2ccc(Nc3ccccc3)cc2)C1 (stereo not drawn)	-2	10	2	17	-2	4	4	7	8	-19
COc1cc(CCc2ccc3c(c2)OCO3)oc(=O)c1	0	17	3	6	1	3	-1	-14	-5	3

Results in PLCb3 inh and TDP2 absorb, for some of the entries so far:
SMILES | PLCb3 inh | TDP2 absorb
CO/N=C(/CS(=O)Cc1ccc(Cl)cc1)c1ccc(Cl)cc1 (stereo not drawn) | 1 | -8
O=S(=O)(c1ccccc1)N1CCN(S(=O)(=O)c2ccccc2)c2ccccc21 | 0 | -2

(more compounds)
SMILES	Tn7 DDE FP	ASAP1 inh	PLCb3 inh	SIAE inh	Tn6 DDE FP	PLCg1 inh	ADAM17 inh	ADAM10 inh	TDP2 absorb	ARFGAP1 inh
O=C(/C=C/c1ccc(-c2ccccc2)cc1)NCc1cccnc1	-1	1	-12	-4	-7	-4	-13	-31	0	3
N#Cc1ccccc1N=Cc1ccc(Br)cc1	-1	6	3	-7	-3	0	3	7	-8	3
CCc1nc2ccc(C(=O)N3CCN(CC)CC3)cc2nc1CC	-3	-13	-2	3	12	3	-1	10	-1	4
Cc1c(Cl)cccc1NC(=O)Nc1cc(C(C)(C)C)on1	-3	8	-4	-1	-3	2	6	12	-1	-8
COCc1ccc(C(=O)N2CCCC(N(C)CCc3ccccc3)C2)s1 (stereo not drawn)	2	2	-2	0	6	0	-2	-8	1	0
O=C(Nc1ccnn1C1CCN(Cc2ccccc2)CC1)C1CCCC1	1	-3	-6	0	1	3	-2	-8	6	5
COc1cccc(O[C@@H]2O[C@@H]3COC(C)(C)O[C@H]3[C@H](O)[C@H]2NC(C)=O)c1	-4	0	4	2	-4	4	-3	-3	-8	-6
CCCCNC(=S)NCc1ccc2c(c1)cc(C)n2C	4	-3	-14	3	2	-10	-3	-9	2	6
CCn1cc(C(=O)N[C@H](C(=O)NCCCOC)C(C)C)c(=O)c2cc3c(cc21)OCO3	-4	6	-11	4	-2	-3	-9	-33	-6	8
CN1CCN(Cc2cc(=O)oc3cc4c(cc23)CCC4)CC1	-2	7	-5	-2	-1	-6	-7	-37	-6	15
CCCCC(=O)Nc1cc(OC)c(NC(=O)C2CCCCC2)cc1OC	8	14	0	-134	1	-1	-4	0	2	0
CN(C)CCN(C(=O)c1cccc(N2C(=O)CCC2=O)c1)c1nc2ccc(Br)cc2s1	-8	11	-4	0	5	3	-1	-11	0	-5
O=c1nc(-c2ccccc2)c2cc(Cl)ccc2[nH]1	0	8	-217	7	-7	-152	-54	-163	-1	11
Cc1nccc2[nH]c(=O)c(C(=O)NC3CCCCC3C)cc12 (stereo not drawn)	3	-3	-1	0	7	-1	-1	1	1	4
O=c1[nH][nH]c(C(F)(F)F)c1C=Nc1ccccc1	-3	0	3	3	-2	2	-4	-10	0	2

Records above that bear a hit mark in PLCg1 inh:
SMILES	Tn7 DDE FP	ASAP1 inh	PLCb3 inh	SIAE inh	Tn6 DDE FP	PLCg1 inh	ADAM17 inh	ADAM10 inh	TDP2 absorb	ARFGAP1 inh
Cc1ccc(S(=O)(=O)N2CCC(C(=O)N3Cc4ccccc4C3)CC2)cc1	-4	1	2	-2	2	10*	3	8	-19	6

Next records
SMILES	Tn7 DDE FP	ASAP1 inh	PLCb3 inh	SIAE inh	Tn6 DDE FP	PLCg1 inh	ADAM17 inh	ADAM10 inh	TDP2 absorb	ARFGAP1 inh
CCc1cccc(NC(=O)COc2ccccc2)c1	3	-2	1	7	-1	-1	-1	-3	-7	-1
Cc1c(C)n(C)c2ccc(C(=O)NCCCN3CCN(C)CC3)cc12	-3	-1	-20	6	-2	-5	-5	-7	-2	4
COc1cccc(CN(C)C(=O)C23CC4CC(CC(NC(C)=O)(C4)C2)C3)c1OC	-3	4	-5	-7	0	3	-4	2	7	15
Cc1ccc(CSC2=NCCN2C(=O)c2ccc([N+](=O)[O-])cc2)cc1	-7	1	-2	-2	3	1	-4	-3	2	-3
